Compound activity deposited in PubChem BioAssay by Sanford-Burnham Center for Chemical Genomics.
SENP8 block-1: blocks the human protease SENP8 | 330,000 compounds, 1.2% hits | purified SENP8, Z-RLRGG-aminoluciferin cleavage, luminescence | Q96LD8 | inhibition, % at 10 µM | AID 2540; in the data active = inhibition above about 50%
Target sequence (Q96LD8 whole entry, looked up): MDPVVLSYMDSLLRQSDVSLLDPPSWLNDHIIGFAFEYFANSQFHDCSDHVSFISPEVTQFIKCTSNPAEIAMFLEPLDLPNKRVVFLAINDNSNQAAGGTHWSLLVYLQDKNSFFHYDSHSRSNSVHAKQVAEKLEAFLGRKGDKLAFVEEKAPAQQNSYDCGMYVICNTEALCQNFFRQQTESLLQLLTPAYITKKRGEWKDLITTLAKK
SENP8 block-2: SENP8 (human) protease inhibition | inhibition, % at 20 µM | 360,000 compounds, 0.64% hits | recombinant SENP8, Nedd8 substrate fluorescence | AID 602440 | Q96LD8; in the data active = inhibition mostly above about 40%, no sharp cut-off; inactive = mostly below about 27%
SENP7 block: blocks the human protease SENP7 | Q9BQF6 | recombinant SENP7, Z-RLRGG-aminoluciferin luminescence, 40 min | inhibition, % at 5 µM | 330,000 compounds, 1.5% hits | AID 434973;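 active = inhibition above about 50% at the single test dose, limit read from the data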;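 note: plate controls were DMSO with enzyme for no effect and no enzyme buffer wells for full effect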
PfG6PD inh: PfG6PD (Plasmodium falciparum) enzyme inhibition | 350,000 compounds, 0.78% hits | PfGluPho enzyme, NADPH resazurin-diaphorase fluorescence | inhibition, % at 20 µM | AID 504690;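 active = inhibition reaching at least a set limit at 20 µM in the primary screen, cut at about 59% in these data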;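 note: 0% = DMSO wells with substrate and 100% = DMSO wells lacking glucose-6-phosphate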
NALP3 yeast inh: blocks the NALP3 inflammasome reconstituted in yeast | Yeast reconstituted NLRP3/ASC/caspase-1, beta-gal luminescence, 24 h | AID 2825 | inhibition, % at 10 µM | 330,000 compounds, 0.39% hits;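 active = inhibition of 50% or more; inactive = inhibition below 50%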;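 note: plate controls were induced DMSO wells for no effect and uninduced yeast grown without galactose for full effect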
HKDC1 inhibitor: inhibitors of human hexokinase HKDC1 | Q2TB90 | recombinant HKDC1, G6PDH/diaphorase resazurin coupled fluorescence | inhibition, % at 20 µM | 340,000 compounds, 0.16% hits;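 active = inhibition above about 35% when tested at 20 µM, limit read from the data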;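 note: plate controls were DMSO wells with enzyme for no effect and DMSO wells lacking enzyme for full effect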
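Test system: Recombinant HKDC1 (HK5) hexokinase enzyme, produced in-house | Input: HKDC1 at 5 µg/mL | Buffer or medium: Tris pH 8.0 buffer with MgCl2, Tween-20, BSA, BME | Schedule: 90 min reaction incubation at room temperature, dark | Technique: Resazurin-to-resorufin fluorescence via G6PDH and diaphorase coupling, 525/613 nm | Controls: DMSO wells with and without enzyme mix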
SENP1 FRET inh: blocks the human SENP1 SUMO protease catalytic domain; Q9P0U3; recombinant SENP1 catalytic domain, CyPet-SUMO1-YPet FRET cleavage; 360,000 compounds, 0.21% hits; inhibition, % at 10 µM;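 active = inhibition at least 30% at 10 µM, raw YFP signal under a set limit, fluorescence ratio 0.5 to 1.5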;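 note: 0% = enzyme with DMSO and 100% = no enzyme wells; some results filed as inactive read as strong as hits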
Target sequence (Q9P0U3 419-644 limits assumed): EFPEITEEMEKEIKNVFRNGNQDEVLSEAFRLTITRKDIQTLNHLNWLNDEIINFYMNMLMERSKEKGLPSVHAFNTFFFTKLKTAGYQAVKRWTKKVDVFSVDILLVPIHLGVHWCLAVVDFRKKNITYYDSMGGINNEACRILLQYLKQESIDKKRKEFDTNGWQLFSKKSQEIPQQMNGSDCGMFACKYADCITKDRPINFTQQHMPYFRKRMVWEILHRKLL
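Test system: hSENP1 catalytic domain, recombinant; Amount: 20 pM final SENP1 enzyme; Medium: Tris pH 8 buffer plus EDTA, NaCl, BME, BSA, NP40, catalase; Schedule: 50 min enzyme reaction, room temperature, light-protected; Technique: FRET fluorescence in CFP and YFP emission channels; Controls: no-enzyme wells low, DMSO-plus-enzyme wells high control.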
Apaf1 inhib: blocks human Apaf-1 apoptosome activity; 330,000 compounds, 0.71% hits; reconstituted apoptosome caspase-3 activity, DEVD-Rh110 fluorescence; O14727; inhibition, % at 20 µM; active = inhibition of at least 40% at 20 µM;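 note: plate controls were DMSO wells for no effect and DEVD-CHO caspase inhibitor wells for full effect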
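System: reconstituted apoptosome with Apaf-1, cytochrome c, caspase-9, procaspase-3, dATP; Signal: Rh110 fluorescence intensity; Schedule: 30 min compound preincubation, 50 min activation, room temperature; Reagent: cytochrome c trigger plus (Z-DEVD)2-Rh110 caspase-3 substrate.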
SENP6 block: SENP6 protease inhibition | Recombinant SENP6 catalytic domain, aminoluciferin luminescence | inhibition, % at 10 µM | 330,000 compounds, 1.8% hits;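 active = inhibition above about 50% at the single tested dose, limit read from the data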;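 note: plate controls were DMSO wells with enzyme for no effect and DMSO wells lacking enzyme for full effect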
Target sequence (Q9GZR1 628-1112 limits assumed): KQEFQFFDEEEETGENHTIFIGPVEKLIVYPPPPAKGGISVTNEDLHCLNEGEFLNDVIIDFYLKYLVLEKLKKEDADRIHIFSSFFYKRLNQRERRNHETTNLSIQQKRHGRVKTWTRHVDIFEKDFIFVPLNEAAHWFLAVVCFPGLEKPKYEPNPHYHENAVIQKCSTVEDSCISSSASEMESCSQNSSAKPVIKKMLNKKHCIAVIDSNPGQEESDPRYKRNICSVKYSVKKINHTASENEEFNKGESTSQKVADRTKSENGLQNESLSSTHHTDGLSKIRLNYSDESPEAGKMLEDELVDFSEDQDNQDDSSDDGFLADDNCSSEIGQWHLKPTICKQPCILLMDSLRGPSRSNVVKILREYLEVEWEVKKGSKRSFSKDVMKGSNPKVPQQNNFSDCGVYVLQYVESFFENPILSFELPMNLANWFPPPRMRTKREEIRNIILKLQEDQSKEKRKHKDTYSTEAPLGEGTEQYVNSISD
* = called active by the depositor; nt = not tested or not shown.

1. N#CCNC(=O)c1nn2c(C(F)(F)F)cc(-c3ccccc3)nc2c1Br
2. O=C(NCc1ccc(F)cc1)c1noc2c1CCCC2
3. O=C(NNC(=S)Nc1ccc(Br)cc1)c1ccccc1Br
4. Cc1ccc(C)c(-n2c(CNC(=O)c3ccco3)nnc2SCC(=O)Nc2nccs2)c1
5. O=C(NC1CC1)C1CCN(C2CCN(C(=O)CSc3ccccc3)CC2)CC1
6. Cc1cc(CNC(=O)Cn2cc([N+](=O)[O-])cn2)c2ccccc2n1
7. COc1ccc(S(=O)(=O)N(CCC(N)=O)Cc2ccco2)cc1OC
8. COC(=O)c1sc2ncccc2c1OCc1ccc(Cl)cc1
Assay by compound	1	2	3	4	5	6	7	8
SENP7 block	1	-10	7	0	-3	-9	0	-1
Apaf1 inhib	-5	9	10	-2	-5	5	-8	14
HKDC1 inhibitor	-5	-11	-5	-5	1	3	-6	2
SENP8 block-2	-38	14	6	3	14	8	8	-84
NALP3 yeast inh	5	36	29	-5	11	6	10	5
PfG6PD inh	5	-3	-19	15	9	-15	1	8
SENP8 block-1	12	-9	5	-3	3	-8	-1	6
SENP6 block	-20	2	0	-2	0	-6	-13	-4
SENP1 FRET inh	-27	1	-2	1	-13	-1	1	-1

9. O=C(CSc1ccccc1)N1CCCC(N2CCN(c3ccc(F)cc3)CC2)C1 (stereo not drawn)
10. CCOc1ccc(NC(=O)CN(c2cccc(C(F)(F)F)c2)S(C)(=O)=O)cc1
11. Cc1cccc(NC(=O)c2ccc(COc3ccc4ccccc4c3)o2)n1
12. CSc1ncccc1C(=O)OCC(=O)N1CC(=O)Nc2ccccc21
13. O=C(Nc1ccc2c(c1)OCO2)c1ccc[n+]([O-])c1
14. COC(=O)C1=CN(c2ccc(F)c(F)c2)C=C(C(=O)OC)C1c1ccc([N+](=O)[O-])cc1
15. O=C(NCc1ccccn1)C(=O)NCC1OCCN1S(=O)(=O)c1ccc(Br)cc1 (stereo not drawn)
16. O=C(Nc1ccc2c(c1)OCO2)C1CCN(Cc2cnn(-c3ccccc3)c2-n2cccc2)CC1
Assay by compound	9	10	11	12	13	14	15	16
SENP7 block	0	0	4	0	-2	8	-2	2
Apaf1 inhib	3	8	-7	-19	-4	3	-11	-10
HKDC1 inhibitor	0	0	7	-2	-6	2	-3	7
SENP8 block-2	13	14	1	0	15	2	12	5
NALP3 yeast inh	25	14	29	6	6	14	9	6
PfG6PD inh	-5	10	29	-4	6	13	8	-2
SENP8 block-1	-11	-5	8	3	-7	-10	-4	-5
SENP6 block	16	0	8	-11	-10	-21	0	-23
SENP1 FRET inh	0	-1	-1	1	0	0	2	1

17. CCOc1ccc(NC(=O)COC(=O)c2ccc3c(c2)OCO3)cc1
18. Cc1ccc(SCC(=O)NC(=O)Nc2ccc3c(c2)OCCO3)cc1C
19. CCOC(=O)c1c(C)nc(C(Cl)(Cl)Cl)nc1N
20. NC1=C([N+](=O)[O-])C(c2ccc3c(c2)OCO3)C2=C(CCCC2=O)O1 (stereo not drawn)
21. O=C(CC(Cc1ccccc1)c1ccco1)NC1CCCCC1 (stereo not drawn)
22. CS(=O)Cc1cc(Oc2ccccc2)nc(-c2ccncc2)n1 (stereo not drawn)
23. COc1ccc(CNC(=O)COC(=O)/C=C/c2cccs2)cc1
24. N#C/C(=C\c1ccccc1)C(=O)Nc1cccnc1
Assay by compound	17	18	19	20	21	22	23	24
SENP7 block	-1	-2	11	-4	-1	1	6	-4
Apaf1 inhib	-3	7	-14	-10	9	2	-7	5
HKDC1 inhibitor	-1	-11	6	2	-1	5	-6	-2
SENP8 block-2	10	17	14	3	6	-2	21	22
NALP3 yeast inh	17	-4	24	6	11	3	-4	-2
PfG6PD inh	6	8	-12	-9	-16	-15	2	-10
SENP8 block-1	11	-9	-5	10	-6	-3	-1	-4
SENP6 block	-2	-17	-15	-32	-1	-5	-14	-23
SENP1 FRET inh	2	1	5	-1	-6	2	2	0

25. C[C@H]1CC[C@]2(O[C@H](CCO)C[C@@H](O)[C@@H]2O)O1
26. O=c1[nH][nH]c(=O)c2cc(N3CCCC3)ccc12
27. Cn1nc(C(=O)Nc2ccccc2N2CCCC2)c2ccccc2c1=O
28. CCOC(=O)C1CCN(C(=O)CCS(=O)(=O)c2ccc3c(c2)CCN3C(=O)CC)CC1
29. c1ccc(-c2nnc(CSc3nncs3)o2)cc1
30. COC(=O)c1nn(-c2ccccc2)c(=O)cc1O
31. O=C(C(F)C(F)(F)F)N1CCN(c2ccccc2)CC1 (stereo not drawn)
32. Cc1c(C(N)=O)sc(N)c1C(=O)OC(C)C
Assay by compound	25	26	27	28	29	30	31	32
SENP7 block	-1	-7	0	5	-4	-1	9	1
Apaf1 inhib	-10	3	14	4	-5	-11	-15	7
HKDC1 inhibitor	-5	-9	5	-8	-9	-7	-5	-2
SENP8 block-2	11	-157	16	3	20	-2	9	4
NALP3 yeast inh	5	6	4	-6	-8	2	9	-5
PfG6PD inh	-13	9	14	-14	4	-2	-7	21
SENP8 block-1	0	-12	1	5	-7	3	2	0
SENP6 block	2	-2	0	-15	-15	1	-4	-8
SENP1 FRET inh	1	1	-2	2	2	3	2	0

5 entries drawn at random from those above:
26. O=c1[nH][nH]c(=O)c2cc(N3CCCC3)ccc12
29. c1ccc(-c2nnc(CSc3nncs3)o2)cc1
31. O=C(C(F)C(F)(F)F)N1CCN(c2ccccc2)CC1 (stereo not drawn)
27. Cn1nc(C(=O)Nc2ccccc2N2CCCC2)c2ccccc2c1=O
30. COC(=O)c1nn(-c2ccccc2)c(=O)cc1O
Assay by compound	26	29	31	27	30
SENP7 block	-7	-4	9	0	-1
Apaf1 inhib	3	-5	-15	14	-11
HKDC1 inhibitor	-9	-9	-5	5	-7
SENP8 block-2	-157	20	9	16	-2
NALP3 yeast inh	6	-8	9	4	2
PfG6PD inh	9	4	-7	14	-2
SENP8 block-1	-12	-7	2	1	3
SENP6 block	-2	-15	-4	0	1
SENP1 FRET inh	1	2	2	-2	3

Next results
33. COc1ccc(N2CCN(C(=O)CCc3ccccc3)CC2)cc1
34. Cc1c(NC(=S)NC(C)(C)C)c(=O)n(-c2ccccc2)n1C
35. Cc1n[nH]c(C)c1S(=O)(=O)N1CCC(C(=O)Nc2cccc(F)c2)CC1
36. COc1cc2[nH]c(=S)nc(NCc3ccccn3)c2cc1OC
37. Cc1ccc(S(=O)(=O)N2CCOCC2)cc1NC(=O)Cn1cc(C(F)(F)F)cc(Cl)c1=O
38. Cc1cc(C)n(CCC(=O)N/N=C/c2ccc(O)cc2)n1
39. COc1ccc(C(C(=O)NC2CCCC2)N(C(=O)c2ccoc2C)c2ccccc2)cc1 (stereo not drawn)
40. COc1ccc(N2CCN(C(=O)Cc3ccc(S(=O)(=O)N4CCOCC4)s3)CC2)cc1
Assay by compound	33	34	35	36	37	38	39	40
SENP7 block	-5	-8	-8	nt	4	-3	-7	0
Apaf1 inhib	0	-2	-9	nt	-11	-3	11	2
HKDC1 inhibitor	2	-2	-1	-7	5	-11	-6	7
SENP8 block-2	22	8	-9	-48	-4	4	10	-18
NALP3 yeast inh	18	3	5	nt	-5	7	-20	19
PfG6PD inh	4	-13	-20	16	-5	7	-5	-7
SENP8 block-1	-1	-9	-7	nt	-4	-14	-9	3
SENP6 block	-30	4	-3	nt	-9	-12	2	6
SENP1 FRET inh	-1	2	-1	-12	2	-2	2	5

41. CCN1CCN(Cc2oc(CO)cc(=O)c2O)CC1
42. S=C(c1ccc(Cl)cc1)N1CCN(Cc2ccccc2)CC1
43. COc1ccccc1C(=O)NCCC(=O)N1CCN(C(C)=O)CC1
44. Cc1ccc(OCCNC(=O)c2ccc(COc3ccccc3)o2)cc1
45. COC(=O)[C@H](CC(C)C)NC(=O)Cn1cnc2c(SC)nc(N)nc21
46. CC(Oc1ccccc1)C(=O)N1CCC2(CC1)Oc1ccc(F)cc1C(=O)C21CC(c2cccnc2)=NO1 (stereo not drawn)
47. CC(C)CC(NC(=O)C1CCC(C)CC1)C(=O)NCc1cccnc1 (stereo not drawn)
48. CCOC(=O)C1CCN(S(=O)(=O)c2cc(C(=O)N3CCCCC3)ccc2OC)CC1
Assay by compound	41	42	43	44	45	46	47	48
SENP7 block	-2	-5	2	-9	2	1	-7	-6
Apaf1 inhib	-1	16	19	20	-11	23	8	3
HKDC1 inhibitor	-5	-4	0	-2	-7	3	-1	-5
SENP8 block-2	15	13	9	6	-36	9	7	1
NALP3 yeast inh	-5	14	7	23	-6	13	8	4
PfG6PD inh	-18	-5	-2	-1	2	-13	19	-3
SENP8 block-1	0	-7	6	1	3	-8	-2	4
SENP6 block	4	6	10	-6	-19	-6	-12	2
SENP1 FRET inh	1	3	1	-2	1	-1	2	0

49. CC(=O)N1CCN(Cc2ccc(Br)s2)CC1
50. CN1CCC(N(C)S(=O)(=O)c2ccc(NC(=O)COc3cccc(Cl)c3)cc2)CC1
51. CCC(Cc1ccccc1)NC(=O)CCNS(=O)(=O)c1cc(Br)cnc1N (stereo not drawn)
52. CC(C)CN(C(=O)CSc1ncnc2ccccc12)C1CCS(=O)(=O)C1 (stereo not drawn)
53. CN(C(=O)c1cccs1)c1ccc(OCC(=O)N2CCC(C(N)=O)CC2)cc1
54. CN1CCN(C(c2ccc(F)cc2)c2nnnn2Cc2cccs2)CC1 (stereo not drawn)
55. Cc1c(C(=O)OCC(=O)N2CCCC2=O)oc2ccccc12
56. Cc1cc(C)cc(OCc2nnc(SCC(=O)c3ccc(Br)cc3)o2)c1
57. COc1cccc(C(=O)COc2ccc(NC(=O)c3cccs3)cc2)c1
58. Clc1ccc(Cn2c(CN3CCCC3)nc3ccccc32)cc1
59. CC(C)(C)c1ccc(NC(=O)Nc2ccc(F)cc2)cc1
Assay by compound	49	50	51	52	53	54	55	56	57	58	59
SENP7 block	-3	-3	-2	9	0	-10	-2	0	-16	1	10
Apaf1 inhib	-4	24	-2	-9	-6	4	1	23	7	4	-2
HKDC1 inhibitor	16	-4	-1	2	-8	-1	3	-1	0	nt	-6
SENP8 block-2	3	5	-32	17	3	25	8	7	11	nt	3
NALP3 yeast inh	-1	10	9	14	20	-7	29	34	-1	24	18
PfG6PD inh	5	-3	-11	-16	-7	9	8	17	-4	nt	10
SENP8 block-1	-5	5	11	5	7	-5	-16	-3	-18	-4	4
SENP6 block	-22	-5	-6	19	15	-3	6	8	-8	7	21
SENP1 FRET inh	0	0	-2	-2	5	2	0	0	2	nt	-1

Filtered by structure, those above with a cyano group (2)
1. N#CCNC(=O)c1nn2c(C(F)(F)F)cc(-c3ccccc3)nc2c1Br
24. N#C/C(=C\c1ccccc1)C(=O)Nc1cccnc1
Assay by compound	1	24
SENP7 block	1	-4
Apaf1 inhib	-5	5
HKDC1 inhibitor	-5	-2
SENP8 block-2	-38	22
NALP3 yeast inh	5	-2
PfG6PD inh	5	-10
SENP8 block-1	12	-4
SENP6 block	-20	-23
SENP1 FRET inh	-27	0
